KCNQ1 act: human KCNQ1 channel potentiation or activation; CHO-K1 KCNQ1, thallium flux FluxOR fluorescence; stronger effect = higher value; B-score at 10 µM; 310,000 tested, 0.35% active; AID 2648;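 active = fluorescence ratio B-score, a plate-corrected score, at least three library SD, with initial intensity B-score within 5 SD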
Target sequence (P51787 whole entry, looked up): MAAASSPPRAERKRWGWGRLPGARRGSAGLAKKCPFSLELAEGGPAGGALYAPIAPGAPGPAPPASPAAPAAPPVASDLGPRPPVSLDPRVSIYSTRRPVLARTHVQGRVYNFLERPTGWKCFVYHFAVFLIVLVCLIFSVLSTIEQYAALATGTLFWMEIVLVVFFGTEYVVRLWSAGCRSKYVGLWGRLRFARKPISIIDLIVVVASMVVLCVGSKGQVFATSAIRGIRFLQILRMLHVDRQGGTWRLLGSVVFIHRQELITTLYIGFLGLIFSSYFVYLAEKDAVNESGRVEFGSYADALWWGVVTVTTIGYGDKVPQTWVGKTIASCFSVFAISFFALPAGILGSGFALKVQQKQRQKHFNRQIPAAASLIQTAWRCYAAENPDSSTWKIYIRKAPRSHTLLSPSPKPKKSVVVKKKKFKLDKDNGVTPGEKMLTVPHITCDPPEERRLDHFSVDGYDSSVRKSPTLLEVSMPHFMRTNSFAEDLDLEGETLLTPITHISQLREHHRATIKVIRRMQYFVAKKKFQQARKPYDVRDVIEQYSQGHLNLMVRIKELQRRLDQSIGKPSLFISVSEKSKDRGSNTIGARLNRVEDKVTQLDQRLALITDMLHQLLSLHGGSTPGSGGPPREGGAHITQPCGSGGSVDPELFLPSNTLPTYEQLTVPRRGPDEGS
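assay system = CHO-K1 cells stably expressing KCNQ1 | medium = assay buffer, equal DMSO in all wells | timing = 37 °C overnight plating, 90-min dark dye load, 20-min compound pretreatment | measured by = kinetic FluxOR thallium fluorescence, 10-s 1-Hz baseline, 110-s post-stimulus read | measure = fluorescence change relative to baseline, converted to B score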
ANO1 activ: activates or potentiates the mouse TMEM16A chloride channel; 340,000 tested, 0.3% active; HEK293 TMEM16A/YFP-H148Q/I152L, iodide quench fluorescence; stronger effect = lower value; B-score at 10 µM; Q8BHY3;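 active = fluorescence-ratio B-score plate-corrected deviation score at least 3 library SD below zero, with starting fluorescence score within 5 deviations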;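 note: channel opened by trigger with iodide after compound preincubation; score built on the fluorescence ratio of max minus min over baseline; more negative score means more quench and so TMEM16A activation or potentiation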
SKKanGAS inh: SKKanGAS growth inhibition | S. pyogenes SKKanGAS, kanamycin growth, BacTiter-Glo, 6 h | inhibition, % at 7.5 µM | 300,000 tested, 1.3% active;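 active = mean replicate score, as percent of positive control median, at least 50; inconclusive = mean below 50 but one replicate at or above 50; inactive = mean and every replicate below 50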;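 note: strain carries kanamycin resistance gene driven by streptokinase promoter and grows in 40 µg/ml kanamycin; loss of luminescence reflects streptokinase promoter inhibition or plain growth inhibition; 0% = median of DMSO wells and 100% = positive control at its reference dose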
KCNK9 inh: inhibitors of human KCNK9 two-pore domain potassium channel | 310,000 tested, 1.2% active | B-score at 10 µM | HEK293 KCNK9, FluxOR thallium flux fluorescence; stronger effect = lower value;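 active = ratio B-score over 3 SD below the library mean, with starting fluorescence within 5 SD of its mean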;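 note: negative B-score means less thallium flux so channel inhibition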
Target sequence (Q9NPC2 whole entry, looked up, the tested form may be a part): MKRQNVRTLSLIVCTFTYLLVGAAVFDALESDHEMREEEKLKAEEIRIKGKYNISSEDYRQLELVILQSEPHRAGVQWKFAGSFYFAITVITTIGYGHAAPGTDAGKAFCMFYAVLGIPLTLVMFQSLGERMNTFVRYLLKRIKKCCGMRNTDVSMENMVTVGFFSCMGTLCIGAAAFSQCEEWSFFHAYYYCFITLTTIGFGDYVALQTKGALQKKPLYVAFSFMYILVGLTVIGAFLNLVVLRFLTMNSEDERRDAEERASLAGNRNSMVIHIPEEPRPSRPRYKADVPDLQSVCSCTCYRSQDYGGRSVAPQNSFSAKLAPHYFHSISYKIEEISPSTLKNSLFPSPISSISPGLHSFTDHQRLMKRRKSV
hERG rescue: shields human hERG channel from block by proarrhythmic agents; Q12809; CHO-hERG, FluxOR thallium flux, dofetilide IC70 present; activation (rescue from dofetilide block), less the hit threshold, % at 10 µM; 310,000 tested, 0.51% active; AID 1511;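 active = activation above the mean of controls blocked by dofetilide plus 5 SD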;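 note: thallium influx through hERG after potassium depolarization seen as dye fluorescence rise; in these data hits start at about 4.7%; inactives centre near -7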
RGS4 inh: inhibitors of human RGS4; 310,000 tested, 0.45% active; B-score at 10 µM; P49798; HEK293 M3R/RGS4 inducible, Fluo-4 calcium flux; stronger effect = higher value; triggered by carbachol at its EC20;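 active = B-score, a plate-corrected calcium signal, over three deviations above library mean, with baseline fluorescence within five deviations of library mean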;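 note: RGS4 expression induced by doxycycline in cells with stable M3 receptor; B-score is computed from the integrated fluorescence ratio over baseline after carbachol; higher B-score means a larger calcium signal and so more RGS4 inhibition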
KCNQ1 block: inhibitors of human KCNQ1 potassium channel. 310,000 tested, 1.3% active. P51787. AID 2642. CHO-K1 KCNQ1, FluxOR thallium flux fluorescence; stronger effect = higher value. B-score at 10 µM;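 active = compounds whose thallium flux B-score, printed positive for inhibition, exceeds three library SD while starting fluorescence stays within three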;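 note: channel opened by potassium depolarization with thallium stimulus after 20 min compound exposure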
RGS4 act: RGS4 potentiation or activation | HEK293 M3R/inducible RGS4, carbachol calcium flux Fluo4; stronger effect = lower value | B-score at 10 µM | 310,000 tested, 0.92% active;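 active = B-score of the integrated calcium signal more than 4 SD below the library mean, with starting fluorescence not abnormally high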;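 note: negative B-score means reduced calcium response which marks RGS4 activation or potentiation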
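test system = M3R-expressing HEK293 line, RGS4 induced by doxycycline | probe or stimulus = carbachol at ECmax as muscarinic agonist stimulus | timing = dye loading 30 min 37 °C, buffer rest 30 min RT | signal = calcium dye Fluo4 fluorescence | evaluation = B score from integrated fluorescence ratio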
TMEM16A inh: inhibitors of mouse TMEM16A calcium-activated chloride channel; HEK293 TMEM16A/YFP iodide influx fluorescence, ionomycin; 310,000 tested, 1.2% active; AID 588511; normalized B-score (activity score, 25-100; higher = stronger inhibition) at 10 µM; Q8BHY3;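 active = ratio plate-corrected score three or more library SD toward inhibition, starting fluorescence score within five deviations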;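 note: score derived from kinetic fluorescence span divided by baseline fluorescence per well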
KCNK3 block: human KCNK3 channel inhibition, primary screen; O14649; B-score at 10 µM; 340,000 tested, 0.84% active; CHO-KCNK3 thallium flux, FluxOR fluorescence; stronger effect = lower value; AID 602410;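 active = B-score under library mean minus 4 SD, starting fluorescence ratio at most library mean plus 5 SD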;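 note: more negative B-score means stronger inhibition of thallium flux through KCNK3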
HDAC3 inhib: blocks human histone deacetylase 3; O15379; 320,000 tested, 0.15% active; AID 2718; recombinant HDAC3, fluorogenic peptide/trypsin coupled, fluorescence; inhibition, % at 8.3 µM; in the data active = inhibition above about 26%, passing the limit was not always enough; inconclusive = no clear call, values can overlap the other calls
Numbers without * were called inactive; i = inactive; ? = inconclusive; . = not tested or not shown.

The opening two records, ahead of the listing:
SMILES	KCNQ1 act	ANO1 activ	SKKanGAS inh	KCNK9 inh	hERG rescue	RGS4 inh	KCNQ1 block	RGS4 act	TMEM16A inh	KCNK3 block	HDAC3 inhib
N#Cc1cc2ccccc2nc1N	i	i	1.1	i	-9.7	i	i	i	i	i	-31.4
Cc1ccc2nc(SCC(=O)N3CCN(c4ccccc4)CC3)[nH]c2c1	i	i	4.1	i	-10.8	i	i	i	i	i	8.2

All compounds of this part, previewed entries included:
SMILES	KCNQ1 act	ANO1 activ	SKKanGAS inh	KCNK9 inh	hERG rescue	RGS4 inh	KCNQ1 block	RGS4 act	TMEM16A inh	KCNK3 block	HDAC3 inhib
N#Cc1cc2ccccc2nc1N	i	i	1.1	i	-9.7	i	i	i	i	i	-31.4
Cc1ccc2nc(SCC(=O)N3CCN(c4ccccc4)CC3)[nH]c2c1	i	i	4.1	i	-10.8	i	i	i	i	i	8.2
CC1(C)C(=O)OC(/C=C/c2cccc([N+](=O)[O-])c2)C(C)(C)C1=O (stereo not given)	i	i	0.3	i	-4.6	i	i	i	i	i	-1.2
COc1cc(-c2nnc(-c3ccccc3)o2)cc(OC)c1OC	i	i	-8.1	i	-18.6	i	i	i	i	i	-3.5
COc1cc(CN2CCNC(=O)C2CC(=O)NCCc2ncccc2C)cc(OC)c1 (stereo not given)	i	i	3.7	i	-5.6	i	i	i	i	i	-0.8
O=C(Nc1ccccc1N1CCCCC1)c1ccc(-c2cccc(Cl)c2)o1	i	i	14.5	i	-4.1	i	i	i	i	i	1.1
O=C(Nc1ccccc1N1CCN(C(=O)c2ccccc2)CC1)c1ccc2c(c1)OCO2	i	i	-2.5	i	-25.3	i	i	i	i	i	-1.9
Cc1ccc(S(=O)(=O)C2(C(=O)N(C)C3CCCCC3)CC2)cc1	i	i	-3.5	i	-10.5	i	i	i	i	i	1.6
Cc1ccc(S(=O)(=O)/N=C(/Nc2cccc(O)c2)c2ccccc2)cc1	i	i	0.5	i	-2.2	i	i	i	i	i	2.3
CC(C)(C)NC(=O)CN(CCN1CCOCC1)C(=O)CNS(=O)(=O)c1ccccc1	i	i	1.1	i	-8.2	i	i	i	i	i	5.2
O=C(CN1CCC(NC(=O)Nc2ccccc2-c2ccccc2)CC1)NCc1ccco1	i	i	-3.3	i	-14.9	i	i	i	i	i	-1.0
COc1ccc(NC(=S)N/N=C2\CC(C)(C)Oc3ccc(OC)cc32)cc1	i	i	-3.6	i	-2.6	i	i	i	i	i	2.6
CCN(CC)C(=O)CSc1nnc(-c2ccc(S(=O)(=O)N3CCOCC3)cc2)n1C	i	i	0.7	i	-14.4	i	i	i	i	i	-1.1
CCCCN1C(C(=O)Nc2cc(C)on2)=C(O)c2ccccc2S1(=O)=O	i	i	-3.8	i	-5.1	i	i	i	i	i	4.5
CCOC(=O)c1[nH]c(C)c(C(=O)NC2CCN(C(=O)OCC)CC2)c1C	i	i	-2.2	i	-9.0	i	i	i	i	i	3.1
Nc1ncnc2c1nc(SCCO)n2Cc1ccccc1	i	i	2.5	i	-8.8	i	i	i	i	i	-8.5
c1ccc(CNc2ncnc3sccc23)cc1	i	i	1.3	i	-15.3	i	i	i	i	i	?
CCCc1cc(C(=O)Nc2cccc(Cl)c2C)no1	i	i	10.5	i	-9.2	i	i	i	25*	i	8.2
CCCCNC(=O)CCn1c(=O)c2cccn2c2ccc(F)cc21	i	i	-4.2	i	-5.7	i	i	i	i	i	14.6
O=C(Nc1nc2ccc(S(=O)(=O)N3CCOCC3)cc2s1)c1cccs1	i	i	7.4	i	-4.6	i	i	i	i	i	-8.1
COc1cc(O)c(C(CC(=O)N2CCCC2)c2ccc(N(C)C)cc2)c(OC)c1 (stereo not given)	i	i	2.5	i	-9.0	i	i	i	i	i	-9.6
O=C(NCC(=O)N1CCN(C(c2ccccc2)c2ccccc2)CC1)c1ccccc1F	i	i	3.3	i	-8.2	i	i	i	i	i	0.4
CCC(=O)Oc1c(S(=O)(=O)c2ccc(C)cc2)c(C)nn1C(C)(C)C	.	i	-1.6	.	.	.	.	.	i	i	0.9
O=C(NC1CCCCCCC1)C1CCN(S(=O)(=O)N2CCC3(CC2)OCCO3)CC1	i	i	-5.5	i	-5.0	i	i	i	i	i	9.4
COc1ccc(CNC(=O)C(Cc2ccccc2)n2cccc2)cc1 (stereo not given)	i	i	1.8	i	-9.7	i	i	i	i	i	-1.1
CC(=O)CC(=O)NC1C2CC3CC(C2)CC1C3 (stereo not given)	i	i	3.9	i	-4.1	i	i	i	i	i	5.0
O=C(NC(c1ccccc1)c1ccccc1)C1CCCO1 (stereo not given)	i	i	4.3	i	-14.7	i	i	i	i	i	2.6
O=C(CCn1c(=O)sc2ccccc21)Nc1nc2ccccc2s1	i	i	-2.4	i	-11.8	i	i	i	i	i	5.5
Cc1cc(C)c(OCCN2C(=O)NC(C)(C)C2=O)c(Cl)c1	i	i	0.2	i	-6.0	i	i	i	i	i	2.0
CN(CC(=O)Nc1cccc(F)c1)C(=O)c1cc(S(=O)(=O)N2CCCCC2)ccc1N1CCOCC1	i	i	-7.5	i	-11.5	i	i	i	i	i	2.4
CCCCOc1ccc(C(=O)Nc2ccc3c(c2)OCO3)cc1	i	i	1.7	i	-10.4	i	i	i	i	i	-0.5
COc1ccc(OC)c(NC(=O)NNS(=O)(=O)c2ccc(C)cc2C)c1	i	i	-0.2	i	-8.0	i	i	i	i	i	-1.4
O=C(Cn1cccc1C(=O)c1ccccc1)NCc1ccc2c(c1)OCO2	i	i	-5.0	i	-8.1	i	i	i	i	i	-9.4
CCOC(=O)c1cccnc1NC(=O)c1ccccc1	i	i	-11.6	i	-2.4	i	i	i	i	i	-3.3
COC(=O)c1ccc(-c2cc(CC3(C(=O)OC)CCN(C(=O)OC(C)(C)C)CC3)on2)cc1	i	i	9.0	i	-8.7	i	i	i	i	i	3.8
Cc1[nH]c(C)c(S(=O)(=O)N2CCCCC2)c1C(=O)N1CCCC1	i	i	4.3	i	-5.5	i	i	i	i	i	7.6
CCC(C)(C)NC(=O)CSc1nc(Cc2ccccc2)nc2ccccc12	i	i	15.9	i	-8.7	i	i	i	i	i	7.0
CCOCCCNC(=O)C(NC(=O)c1ccccc1O)c1ccc(Cl)cc1 (stereo not given)	i	i	-1.3	i	-7.9	i	i	i	i	i	-8.2
COc1cc(NC(=O)c2cccnc2)ccc1NC(=O)c1ccccc1Cl	i	i	2.2	i	-5.0	i	i	i	i	i	-3.9
O=C(Cn1c(=O)n(-c2ccccc2)c(=O)c2oc3ccccc3c21)Nc1ccccc1	i	i	0.8	i	-3.5	i	i	i	i	i	-2.7
O=C(CCN1CCN(c2ccc(Cl)cc2)CC1)Nc1nccs1	i	i	-7.6	i	-12.1	i	i	i	i	i	-4.9
Cc1cc(C)nc(OC(=O)c2c(Cl)cc(Cl)cc2Cl)n1	i	i	-15.4	i	-2.7	i	i	i	i	i	-5.1
O=C(NCCCn1ccnc1)c1ccc(Br)cc1	i	.	-2.3	i	-6.0	i	i	i	i	i	1.0
COc1ccc(/C=N/NC(=O)c2ccc(Cl)cc2Cl)cc1COC(C)=O	i	i	0.9	i	-4.6	i	i	i	i	i	-7.7
C=CCN1C(=O)S/C(=C\c2ccc3c(c2)n(C)c(=O)n3C)C1=O	i	i	-18.7	i	-8.2	i	i	i	i	i	-10.2
COC(=O)c1cccc(NC(=O)c2cc(OC)c(OC)c(OC)c2Br)c1	i	i	4.5	i	-26.3	i	i	i	i	i	-2.6
CCC(=O)Nc1cccc(C2=NOC3(C2)C[C@@H](C(N)=O)N(C(=O)CC(c2ccccc2)c2ccccc2)C3)c1 (stereo not given in full)	i	i	18.0	i	-8.3	i	i	i	i	i	-2.1
O=C(NCCNCCO)c1c(O)c2cccc3c2n(c1=O)CCC3	i	i	3.0	i	-3.2	i	i	i	i	i	-6.2
COC1CCCCC1Nc1cc(C)ccc1C (stereo not given)	i	i	-2.2	i	-4.5	i	i	i	i	i	-1.0
CCOc1ccc(NC(=O)c2c(NC(=O)CN3CCN(C)CC3)sc3c2CCC3)cc1	i	i	-2.4	i	-5.2	i	i	i	i	i	0.6

(list continues)
SMILES	KCNQ1 act	ANO1 activ	SKKanGAS inh	KCNK9 inh	hERG rescue	RGS4 inh	KCNQ1 block	RGS4 act	TMEM16A inh	KCNK3 block	HDAC3 inhib
Cc1ccsc1/C=N/Nc1ccc(F)cc1F	i	i	9.5	i	-1.9	i	i	i	i	i	-5.6
Cc1cccc(Cn2c(C)nc3c(N)c(C)c(C)cc32)c1	i	i	7.5	i	-4.6	i	i	i	i	i	4.9
COc1ccc(N(CC(=O)NCC2CCCO2)S(=O)(=O)c2c(C)noc2C)cc1 (stereo not given)	i	i	2.5	i	-9.5	i	i	i	i	i	3.8
OC(CNCc1ccccc1F)(c1ccc(F)cc1)c1ccc(F)cc1	i	i	9.9	-7.03*	-9.1	i	i	i	i	i	8.0
Cc1ccc2[nH]c(C)c(/C=C/c3cc[n+](C)cc3)c2c1	i	i	-8.8	-8.14*	-30.0	i	i	i	i	i	16.8
Cc1nc2nc(SCc3ccccc3)[nH]n2c(=O)c1C	i	i	1.6	i	-4.5	i	i	i	i	i	-0.3
CC(C)C(=O)Nc1cccc(C(=O)Nc2cc([N+](=O)[O-])ccc2F)c1	i	i	1.9	i	-12.8	i	i	i	i	i	5.1
COc1cc(CNc2cc(C)ccc2C)cc(OC)c1OC	i	i	-13.0	i	-10.6	i	i	i	i	i	-3.6
CCOCC(=O)N1CCN(Cc2ccc3c(c2)OCO3)CC1	i	i	-1.9	i	-13.5	i	i	i	i	i	1.1
CC(=O)N/C(=C\c1ccc2c(c1)OCO2)C(=O)NC(C(=O)O)c1ccccc1 (stereo not given)	i	i	-3.4	i	-6.4	i	i	i	i	i	0.0
COC(=O)CCCN1C(=O)c2cccc3cccc(c23)C1=O	i	i	-9.3	i	-6.6	i	i	i	i	i	-16.4
CC(NC(=O)/C=C/c1ccco1)c1nc2ccccc2n1Cc1ccccc1F (stereo not given)	i	i	1.0	i	-10.8	i	i	i	i	i	-2.2
Cn1c(=O)c2c(nc(NCc3ccco3)n2C)n(C)c1=O	i	i	-2.4	i	-2.4	i	i	i	i	i	2.2

Source: PubChem BioAssay (several laboratories)
